VHR inh color: VHR1 phosphatase inhibitors, primary screen, biochemical, colorimetric, HTS | Dual specificity protein phosphatase 3 (Homo sapiens), P51452 | recombinant VHR phosphatase, colorimetric substrate read-out | inhibition, % at 20 µM | hit rate 0.7% among 50,000 | AID 1992, 2009; in the data active = inhibition above about 60%; note: some results filed as inactive read as strong as hits
Target sequence (P51452 whole entry, looked up): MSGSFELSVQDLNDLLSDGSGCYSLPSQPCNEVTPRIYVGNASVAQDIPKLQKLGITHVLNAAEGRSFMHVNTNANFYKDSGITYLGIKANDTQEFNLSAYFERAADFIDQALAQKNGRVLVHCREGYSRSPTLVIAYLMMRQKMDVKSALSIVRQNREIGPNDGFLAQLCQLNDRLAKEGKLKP
The depositor's hits bear a star. Some of the compounds tested (hit frequency here may not be typical).

SMILES,VHR inh color
CCOC(=O)C1=C(C(=O)OCC)SC(=C2C(=S)C(C)(C)N(C(=O)c3ccc(OC)cc3)c3ccccc32)S1,-14
C=CCn1c(SCC(=O)c2ccc(Br)cc2)nc2sc3c(c2c1=O)CCC3,11
CC(=O)c1cccc(NC(=O)c2ccc(-c3cc(Cl)ccc3Cl)o2)c1,-9
Nc1ccc(Nc2nc(-c3ccc(Br)cc3)cs2)cc1,1
O=C(Cc1ccc(Cl)cc1)Nc1cccnc1,-12
CC1=CC(C)(C)N(C(=O)c2ccc(NS(C)(=O)=O)cc2)c2ccc(C)cc21,-26
C/C(=C\c1ccccc1Cl)C(=O)c1c(C)cc(C)[nH]c1=O,-13
COc1ccc(C(=O)Nc2sc(C(=O)OC(C)C)c(C)c2C(=O)OC(C)C)cc1OC,-7
Brc1ccc(CN2CCN(Cc3ccccn3)CC2)cc1,-1
Cc1cccc(NCCC(=O)c2cccs2)c1C,1
CC1CCN(C(=O)Nc2ccccc2)CC1,8
C[C@@H]1CC[C@@]2(NC1)OC1C[C@H]3C4CC=C5CC(O)CCC5(C)C4CCC3(C)C1[C@@H]2C (stereo partly drawn),-12
Nc1cccc(NC(=O)c2ccco2)c1,-18
O=C(c1ccc([N+](=O)[O-])cc1)N1CCN(Cc2cccc(Oc3ccccc3)c2)CC1,5
COc1ccc(OC)c(NC(=S)NC(=O)c2ccccc2Cl)c1,5
COc1ccc(CNS(=O)(=O)c2ccc(C)cc2)cc1,-4
COC(=O)C(C)Oc1ccc2ccc(=O)oc2c1 (stereo not drawn),-6
O=C1CC(c2cc3c(cc2Cl)OCO3)c2cc(Br)c3ccccc3c2N1 (stereo not drawn),-8
Cn1cccc1/C=C1/C(=O)NC(=S)N(c2cccc(Cl)c2)C1=O,75*
CC(C)Oc1ccc(C(=O)N2CCCc3ccccc32)cc1,-4
Cc1ccccc1-c1cc(C(=O)O)c2ccccc2n1,-21
O=C(O)CCCC(=O)N(Cc1ccccc1)Cc1ccccc1,-8
CCOc1ccccc1NC(=O)Cc1ccccc1,-11
Cc1cccc(OCC(=O)N/N=C/c2ccc([N+](=O)[O-])s2)c1,0
NC(=O)c1ccccc1NC(=O)c1ccccc1F,-16
FC(F)(F)Oc1ccc(N=Cc2ccc(Br)s2)cc1,-19
O=c1oc2ccccc2cc1-c1nn(-c2ccccc2)cc1/C=N/O,15
Cc1cc(NC(=O)c2cccnc2)ccc1Br,-14
O=C(c1ccc([N+](=O)[O-])cc1)N1CCSC1c1ccc2c3c(cccc13)CC2 (stereo not drawn),5
CCOc1cccc2c1N(C(=O)Cc1ccc(F)cc1)C(C)(C)c1ssc(=S)c1-2,29
COC(=O)C1=C(C)NC(=O)/C1=C\c1ccc(F)cc1,-1
N/C(=N/c1nc2ccccc2o1)NC(=O)Nc1ccccc1,17
O=C(c1ccc(F)cc1)N1CCN(C2C3CC4CC(C3)CC2C4)CC1 (stereo not drawn),5
Cc1cccc(C(=O)O)c1NC(=O)c1cccc([N+](=O)[O-])c1,10
CCOC(=O)c1c(-c2ccccc2)oc2ccc(OCC(=O)c3ccc(OC)cc3)cc12,-9
Cc1cccc(N2CCN(C(=O)c3ccccc3)CC2)c1C,-6
O=C(Nc1ccc(NC(=O)c2cccc(Br)c2)cc1)c1ccccc1,-8
CCOc1cc(/C=C2/SC(=S)N(C)C2=O)ccc1OCc1ccccc1Cl,-10
Cc1ccc(C(=O)N/N=C/c2ccc3c(c2)OCO3)cc1,5
COc1cc(C(=O)NCc2ccccc2F)cc(OC)c1OC,6
O=C(Nc1ccc(Cl)cn1)c1ccc2c(c1)OCCO2,-5
CCOc1ccc(NC(=O)CC2S/C(=N\N=C3/CCCc4ccccc43)NC2=O)cc1 (stereo not drawn),-12
COc1ccc(C2=C/C(=C/c3ccc(-c4cccc([N+](=O)[O-])c4)o3)C(=O)O2)cc1,-1
CC(C)C(NC(=O)CN(c1cccc([N+](=O)[O-])c1)S(=O)(=O)c1ccccc1)C(C)C,-18
COCC(O)CSCc1ccc(Cl)cc1 (stereo not drawn),-3
COC(=O)c1c(C)oc2cc(Br)c(OCC(=O)C(C)(C)C)cc12,-20
Cc1ccc(C(C)C)c(OCC(=O)Nc2cccc(S(N)(=O)=O)c2)c1,4
O=C(c1cccn1C(O)(C(F)(F)F)C(F)(F)F)C(F)(F)F,-5
CN(C)CCN1C(=O)C(=O)/C(=C(/O)c2ccccc2)C1c1cccc([N+](=O)[O-])c1 (stereo not drawn),-5
Cc1cc(NS(=O)(=O)c2ccc(NC(=O)c3cc(Cl)cc(Cl)c3)cc2)no1,-28
CCCOC(=O)C1=C(C)NC2=C(C(=O)CC(C)(C)C2)C1c1ccc(F)c(F)c1 (stereo not drawn),1
Cc1cc(Cl)ccc1OCC(=O)Nc1ccc(F)c([N+](=O)[O-])c1,-8
CC(C)(C)c1ccc(C(=O)NNC(=O)C(=O)Nc2ccccc2)cc1,-20
CCN1C(=O)NC(c2ccc(SC)cc2)C(C(=O)OCCOC)=C1C (stereo not drawn),-9
CC(=O)c1c(C)nc(-c2ccccc2)nc1NC(=O)Cc1ccccc1,2
CCc1ccc(NC(CC(=O)c2ccc(OC)cc2)c2ccc(OC)cc2)cc1 (stereo not drawn),-2
CC(C)(C)OC(=O)NC(Cc1c[nH]c2ccccc12)C(=O)NCc1ccccc1 (stereo not drawn),-3
O=C(CSc1nc2sc3c(c2c(=O)[nH]1)CCc1ccccc1-3)c1ccc(Cl)cc1,-20
Clc1ccc(OCCCN2CCCC2)cc1,-5
COc1ccc(C2C3C(=O)N(c4ccccc4)C(=O)C3N3CCCN23)cc1 (stereo not drawn),89*

6 compounds from above, sorted by count of non-hydrogen atoms, high to low:
SMILES,VHR inh color
O=C(CSc1nc2sc3c(c2c(=O)[nH]1)CCc1ccccc1-3)c1ccc(Cl)cc1,-20
CCCOC(=O)C1=C(C)NC2=C(C(=O)CC(C)(C)C2)C1c1ccc(F)c(F)c1 (stereo not drawn),1
COc1ccc(C2C3C(=O)N(c4ccccc4)C(=O)C3N3CCCN23)cc1 (stereo not drawn),89*
CCN1C(=O)NC(c2ccc(SC)cc2)C(C(=O)OCCOC)=C1C (stereo not drawn),-9
Cc1cc(Cl)ccc1OCC(=O)Nc1ccc(F)c([N+](=O)[O-])c1,-8
Clc1ccc(OCCCN2CCCC2)cc1,-5

More structures follow.
SMILES,VHR inh color
Cc1ccccc1OCC(=O)Nc1cccc(-c2nc3ncccc3o2)c1,-24
CC(C)(C)NCC(=O)NCCNc1ccc([N+](=O)[O-])cc1Cl,8
Clc1ccccc1-c1nc(N2CCCC2)c2ccccc2n1,-5
O=C(NCCOCc1ccccc1)c1ccccc1Br,1
Cc1cc(=O)[nH]c(N/N=C/c2cccnc2)n1,-18
CCN1C(=O)/C(=C2/Oc3ccc4ccccc4c3N2C)OC1=S,-10
COC(=O)C(CC(C)C)NC(=O)CSc1nnc(C)c(=O)[nH]1 (stereo not drawn),13
CC(C)OC(=O)/C=C(\N)c1ccccc1,8
O=S(=O)(c1ccc(NC(=S)Nc2ccccc2)cc1)N1CCCCCC1,5
O=C(CC(CC(=O)c1nc2ccccc2s1)c1ccccn1)c1nc2ccccc2s1,-26
O=C(Nc1ccccc1Cl)c1ccc(CN2CCOCC2)cc1,-13
CCOc1cc(/C=C2/SC(=O)NC2=O)ccc1OCc1ccc(Cl)cc1,-6
CC1=C(C(=O)Nc2ccc(Cl)cc2)C(c2ccc(N(C)C)cc2)NC(=S)N1 (stereo not drawn),33
CCCCSc1nc2sc3c(c2c(=O)n1Cc1ccccc1)CCCC3,-15
CC1CN(C(=O)c2cnn(-c3ccccc3)c2NC(=O)c2cccc(F)c2)CC(C)O1 (stereo not drawn),-10
CCOc1ccc(N2C(=O)NC(=O)/C(=C\c3ccc(Br)o3)C2=O)cc1,105
Cn1c(-c2cccc(Cl)c2)n[nH]c1=S,-9
O=C(/C=C/c1ccc2c(c1)OCO2)Nc1ccc(N2CCCCC2)cc1,-18
O=C(NCCc1ccccc1)C1COc2ccccc2O1 (stereo not drawn),-9
O=C1S/C(=C\c2ccc(-c3ccccc3[N+](=O)[O-])o2)C(=O)N1c1ccccc1,-9
Cc1nc2ccccc2n1/N=C/c1ccccc1,-3
COC(=O)c1ccc(/C=C/C(=O)c2ccc(F)cc2)cc1,1
CCO/N=C1/CC(c2ccccc2)Cc2onc(C)c21 (stereo not drawn),-3
Cc1ccc2oc(C(=O)Nc3cccnc3)c(C)c2c1,-16
COc1ccc(C2CC(=O)C3=C(C2)Nc2ccccc2NC3c2cc(F)ccc2F)cc1OC (stereo not drawn),-14
CC(=O)NS(=O)(=O)c1ccc(NC(=O)CCc2ccccc2)cc1,-1
Cc1ccc(Cl)c(OCCCCN2CCC(C)CC2)c1,-7
COc1ccc(-c2cc(C(=O)Nc3ccc(Br)cc3)c3ccccc3n2)c(OC)c1,-42
CCCCOc1ccc(NC(=O)CSc2nnc(N)s2)cc1,-1
COc1cc(CN2CCN(Cc3ccncc3)CC2)cc(OC)c1OC,-9
O=C(O)c1cccc(NC(=O)c2cc3cc([N+](=O)[O-])ccc3oc2=O)c1,9
Cc1c(C(=O)Nc2cc(C(F)(F)F)cc(C(F)(F)F)c2)oc2ccccc12,1
COc1cc(/C=c2/sc3nc4c(Br)c(C)c(C)cc4n3c2=O)ccc1OCC(=O)O,8
O=C(Nc1ccc(F)cc1)N1CCN(C(=O)c2ccco2)CC1,-6
COC(=O)C1=C(C)NC(=O)CC1c1cc(Br)ccc1OC (stereo not drawn),-10
CCc1ccc(OCC(=O)Nc2nc(-c3ccccc3)cs2)cc1,-21
Cc1ccc(S(=O)(=O)N2CCN(S(=O)(=O)c3ccc(C)cc3)C2c2ccc(N(C)C)cc2)cc1,-6
O=C1C=C(Nc2ccc(Cl)cc2)C(=O)N1c1cccc(C(F)(F)F)c1,-5
O=C(Nc1nccs1)c1ccc2c(c1)C(=O)N(CC1CCCO1)C2=O (stereo not drawn),-6
Cc1ccc(-n2cnc3c(sc4nccc(N(C)C)c43)c2=O)cc1,-2
N/C(=N\[N+](=O)[O-])N/N=C\c1ccc(-c2ccc([N+](=O)[O-])cc2)o1,-2
CC(=O)NS(=O)(=O)c1ccc(NC(=O)c2ccc([N+](=O)[O-])cc2)cc1,-15
CCn1c(=O)c2c(n3c(=S)[nH]nc13)-c1ccccc1CC21CCCCC1,6
Cc1nc2cc(-c3ccc(F)cc3)[nH]n2c(=O)c1C,-15
Cc1nn(-c2ccccc2)c2sc(C(=O)N(C)c3ccccc3)cc12,-6
CCOC(=O)c1c(NC(=O)c2ccc(C)o2)sc(C(C)=O)c1C,0
O=C1C(=O)N(c2cccc(Cl)c2)C(c2cccc([N+](=O)[O-])c2)/C1=C(\O)c1ccccc1 (stereo not drawn),18
COc1ccc(N2C(=O)CC(N3CCC(C)CC3)C2=O)cc1 (stereo not drawn),-12

2 successive compounds already listed, for reference:
SMILES,VHR inh color
N/C(=N\[N+](=O)[O-])N/N=C\c1ccc(-c2ccc([N+](=O)[O-])cc2)o1,-2
CC(=O)NS(=O)(=O)c1ccc(NC(=O)c2ccc([N+](=O)[O-])cc2)cc1,-15

Continuation:
SMILES,VHR inh color
CCOC(=O)C1=C(C)NC(=O)NC1c1cc(Br)c(O)c(OC)c1 (stereo not drawn),-2
O=C(c1ccc(O)cc1)c1ccc(Cl)cc1,-13
O=C(Nc1cccc(-c2nc3ccccc3s2)c1)c1cccs1,-9
Cc1nn(C)c2[nH]c(C(F)(F)F)cc(=O)c12,-7
CC12C(=O)C(C)(C(c3ccccc3)=C1c1ccccc1)C1C(=O)N(c3ccc([N+](=O)[O-])cc3)C(=O)C12 (stereo not drawn),6
CCOc1ccc(NC(=O)c2ccccc2NC(=O)c2ccccc2Cl)cc1,-5
CC1=C(C(=O)Nc2ccc(C)cc2)C(c2ccc(O)cc2)NC(=S)N1 (stereo not drawn),22
Cc1onc(-c2c(F)cccc2Cl)c1C(=O)Nc1ccc(Br)cc1,-5
O=C(/C=C/c1ccc(Br)cc1)NC(=S)NCCCN1CCOCC1,-8
CC1(C)Nc2ccc(OC(=O)c3ccccc3Br)cc2-c2c1ssc2=S,-4
COc1ccc(C(=O)NC(=S)N2CCSCC2)cc1,-32
CCOC(=O)c1sc(NC(=O)/C=C/c2cccs2)c(C(=O)OCC)c1C,8
Cc1ccc(COc2ccc3c4c(c(=O)oc3c2)CCC4)cc1,-30
CN(CP(=O)(O)C(O)c1ccccc1)S(C)(=O)=O (stereo not drawn),-20
CCOc1ccc(NC(=O)c2c(NC(=O)c3ccc([N+](=O)[O-])cc3)sc3c2CCC3)cc1,-8
CC(O)c1cccc(NC(=O)c2cnn3c2NC(c2ccco2)CC3C(F)(F)F)c1 (stereo not drawn),-1
COC(=O)c1c(NC(=O)c2ccccc2OC)sc2c1C(C(=O)OC)CC2 (stereo not drawn),24
COC(=O)C1=C(C(=O)OC)SC(=C2C(=S)C(C)(C)N(C(=O)c3ccc4ccccc4c3)c3ccc(OC)cc32)S1,-4
Brc1ccc(-c2noc(C(c3ccccc3)c3ccccc3)n2)cc1,5
Cc1c(NC(=O)c2ccc(-c3cccc(Cl)c3)o2)cccc1-c1nc2ncccc2o1,-8
Cc1nn(-c2ccccc2)c2c1C(c1c(Cl)cccc1Cl)C(C#N)=C(N)O2 (stereo not drawn),-3
COc1cc(OC)c(OC)cc1CNc1cccc(C)c1,17
Cc1cc(N2CCC(C)CC2)n2c(nc3ccccc32)c1C#N,12
Cc1cc(OCC(=O)Oc2ccccc2)c([N+](=O)[O-])cc1Cl,17
O=Cc1cn(Cc2ccccc2F)c2ccccc12,-6
CC(=O)Nc1ccc(S(=O)(=O)/N=C2/NC(=O)CS2)cc1,1

Screening data as filed in PubChem.
